Compound activity: PubChem, several laboratories
IDE cell activ – IDE (human) activation, cell-based. P14735. HEK cells, FAbeta-B cleavage, fluorescence polarization; 0% vehicle, 100% cell-free pure enzyme wells. activation, % at 5.96 µM. 340,000 tested, 0.073% active. AID 493087;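 active means activation above the mean of all tested compounds plus 3 SD, set per screening campaign, cut at about 17% in these data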
Target sequence (P14735 whole entry, looked up): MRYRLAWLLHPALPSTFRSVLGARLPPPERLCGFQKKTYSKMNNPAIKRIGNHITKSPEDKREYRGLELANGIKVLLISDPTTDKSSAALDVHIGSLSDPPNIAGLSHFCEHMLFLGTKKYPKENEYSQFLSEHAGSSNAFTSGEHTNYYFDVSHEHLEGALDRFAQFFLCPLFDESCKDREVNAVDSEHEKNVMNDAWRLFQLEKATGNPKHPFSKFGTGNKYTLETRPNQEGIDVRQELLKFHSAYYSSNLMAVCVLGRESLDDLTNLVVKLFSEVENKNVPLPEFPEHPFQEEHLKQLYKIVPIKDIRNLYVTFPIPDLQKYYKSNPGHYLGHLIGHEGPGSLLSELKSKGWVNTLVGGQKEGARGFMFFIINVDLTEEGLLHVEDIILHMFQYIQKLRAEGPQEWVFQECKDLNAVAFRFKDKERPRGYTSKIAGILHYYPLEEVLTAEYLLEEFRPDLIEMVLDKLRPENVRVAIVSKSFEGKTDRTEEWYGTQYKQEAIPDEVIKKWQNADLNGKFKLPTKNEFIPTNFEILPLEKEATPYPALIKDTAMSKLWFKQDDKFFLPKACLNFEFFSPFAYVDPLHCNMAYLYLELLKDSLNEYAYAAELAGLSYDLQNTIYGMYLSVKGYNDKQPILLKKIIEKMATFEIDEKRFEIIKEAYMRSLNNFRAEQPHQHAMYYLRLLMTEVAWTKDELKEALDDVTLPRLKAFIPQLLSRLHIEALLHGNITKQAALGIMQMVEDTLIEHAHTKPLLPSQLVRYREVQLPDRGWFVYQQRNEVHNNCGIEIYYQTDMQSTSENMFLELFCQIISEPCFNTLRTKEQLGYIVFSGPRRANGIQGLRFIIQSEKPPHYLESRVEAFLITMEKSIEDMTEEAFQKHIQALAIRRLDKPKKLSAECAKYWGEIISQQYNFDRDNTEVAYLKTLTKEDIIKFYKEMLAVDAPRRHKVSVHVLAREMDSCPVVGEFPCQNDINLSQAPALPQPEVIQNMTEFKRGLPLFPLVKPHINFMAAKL
HCV NS3 hel inh – inhibitors of Hepatitis C virus NS3 helicase; NS3 helicase DNA unwinding, Cy5 molecular beacon fluorescence; inhibition, % at 10.9 µM; 290,000 tested, 0.56% active; AID 1800;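 active means inhibition above the mean of all tested compounds plus 3 SD, set per campaign, cut at about 35% in these data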;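 further: 0% = DMSO wells and 100% = thioflavine S control wells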
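Material: hepatitis C virus NS3 helicase domain fragment enzyme; measured by: Cy5 fluorescence, 0 and 60 min reads; control set: DMSO and thioflavine S; incubation: 60 min unwinding reaction at 25 °C after ATP addition; read-out basis: % inhibition from 60/0 min fluorescence ratio, DMSO 0%, thioflavine S 100%; repeats: singlicate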
DNA FID counter – fluorescent intercalator displacement, NS3 helicase counter-screen. DNA fluorescent intercalator displacement, fluorescence. inhibition, % at 7.9 µM. 290,000 tested, 0.17% active. AID 1845; in the data active means inhibition above about 37%;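 further: 0% = vehicle and 100% = reference compound; higher means more ethidium bromide displaced from hairpin DNA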
M18AAP inhibitor – PfM18AAP enzyme inhibition; recombinant PfM18AAP, H-Glu-NHMec fluorogenic cleavage; inhibition, % at 7.35 µM; 290,000 tested, 1.2% active; AID 1822;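 active means inhibition above the campaign mean inhibition over all tested compounds plus 3 SD, cut at about 28% in these data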;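 further: 0% = plate median of test compound wells and 100% = 2 mM ZnCl2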
p-CIP stab down – p/CIP protein destabilization. F442A p/CIP-EGFP cells, EGFP fluorescence, 16 h. 290,000 tested, 0.01% active. Q05BA5. decrease of EGFP signal, % at 10 µM;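 active means EGFP signal decrease of at least 30% at 10 µM or well 3 SD below plate mean, unless failing retest; inactive means the rest, including hits failing retest or dose response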; further: some compounds called inactive have numbers as strong as hits; many of its hits are not listed in these tables
IDE inh – inhibitors of human insulin-degrading enzyme in cells | P14735 | HEK cells, FAbetaB cleavage, fluorescence polarization | inhibition, % at 5.59 µM | 320,000 tested, 0.41% active | AID 434962;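 active means percent inhibition above the average of all tested compounds plus 3 SD, set per screening campaign, cut at about 16% in these data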;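 further: IDE supplied by intact live HEK cells; FP after avidin binding of uncleaved biotin substrate so inhibition keeps polarization high; 0% = DMSO wells and 100% = 60 µM reference IDE inhibitor Ii1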
IMP-1 inhibitor – inhibitors of Pseudomonas aeruginosa IMP-1 metallo-beta-lactamase; purified IMP-1, nitrocefin hydrolysis, epi-absorbance fluorescence; 290,000 tested, 0.45% active; AID 1556; inhibition, % at 5.6 µM;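 active means inhibition above the mean plus 3 SD of all compounds in the same screening run, cut at about 4.5% in these data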;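 further: 0% = IMP-1 with DMSO and 100% = DMSO wells lacking enzyme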
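Assay system: purified IMP-1; Quantity: IMP-1 0.2 nM before substrate addition; Medium: HEPES buffer pH 7.1 with ZnSO4 and Brij 35; Incubation: 15 min enzyme–compound preincubation, then 25 min nitrocefin reaction, 25 °C; Signal: fluorescence quenching readout, ex 480/em 530 nm; Controls: DMSO with and without IMP-1; Repeats: singlicate testing.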
VIM-2 inhibitor – blocks Pseudomonas aeruginosa VIM-2 metallo-beta-lactamase; purified VIM-2, nitrocefin hydrolysis, epi-absorbance fluorescence; inhibition, % at 5.6 µM; 290,000 tested, 0.89% active; AID 1527;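 active means inhibition above the mean of all tested compounds plus 3 SD, cutoff set per screening run, cut at about 7.5% in these data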;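 further: red hydrolysis product quenches plate fluorescence so inhibitors raise well fluorescence; 0% = enzyme with DMSO and 100% = DMSO without enzyme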
UBC9 SUMO inh – SUMOylation inhibition. inhibition, % at 35 µM. HTRF SUMOylation assay, SAE1/SAE2 + UBC9, in vitro. 290,000 tested, 0.36% active. AID 2006; in the data active means inhibition above about 50%, passing the limit was not always enough; further: strong numbers were not always called active
* marks the source's active call; other numbers are inactive results; · = not tested or not shown.

SMILES	IDE cell activ	HCV NS3 hel inh	DNA FID counter	M18AAP inhibitor	p-CIP stab down	IDE inh	IMP-1 inhibitor	VIM-2 inhibitor	UBC9 SUMO inh
O=C(CSc1nc2cc(Cl)c(Cl)cc2[nH]1)c1ccc2c(c1)OCO2	6	-4	1	-1	-10	-2	-4.7	-2.0	-12
CCCCn1c(=O)[nH]c(=O)c2c1nc(-c1ccccc1F)n2Cc1ccccc1OC	3	-15	-33	0	-6	3	-2.9	-3.5	-4
Cc1cccc(OCC(=O)Nc2ccc3c(c2)nc(CCN2CCN(c4ccccn4)CC2)n3C)c1	-2	-28	10	0	-3	6	-2.3	-3.8	5
Cc1cc(C)nc(SC2CC(=O)N(c3ccc(Cl)cc3)C2=O)n1 (configuration not stated)	3	1	-21	3	-9	-2	-3.1	-2.0	-9
Cc1ccc(SC(C)C(=O)Nc2ccccc2-c2ccccc2)cc1 (configuration not stated)	-4	-1	-15	-4	2	-2	-4.7	-3.3	-11
COc1cc(NC(=O)COc2ccc(Br)cc2)ccc1NC(=O)C(C)C	1	5	-16	1	12	4	-1.2	-1.1	-2
COc1ccc(CC(=O)Nc2ccc(N3CCCCC3)cc2)cc1	-1	1	-9	5	8	0	-1.9	-1.2	-10
CC(C)c1cccc(C(C)C)c1OC(=O)NC(=O)c1c(F)cccc1F	0	-7	-21	2	4	-1	-1.7	0.2	-16
O=C(CSCc1ccc(F)cc1)N1CCN(c2ccccc2)CC1	-6	-3	-22	-2	3	3	-2.1	-1.3	3
Cc1ccc2c(c1)/C(=C/c1ccco1)C(=O)N2	0	-2	-11	5	5	-2	-2.1	1.5	8
Cc1cc(C)cc(-n2nnc(C(=O)NCc3ccc(Cl)cc3)c2N)c1	2	-13	-11	0	-21	6	-1.5	-4.0	-27
Clc1ccccc1Cn1nnc2c(Nc3ccccc3)ncnc21	5	1	-12	1	-3	-1	-3.5	-3.8	5
Cc1nnc(SCCn2c(N3CC(C)CC(C)C3)nc3c2c(=O)n(C)c(=O)n3C)s1 (configuration not stated)	0	2	-2	-1	-11	·	-6.4	-4.8	1
COc1cc(NC(=O)c2ncn[nH]2)cc(OC)c1OC	2	-6	4	4	8	·	-2.2	-3.0	6
Cc1c(Cl)cccc1NC(=S)NC1CCN(Cc2ccccc2)CC1	1	-28	9	-7	14	-4	-0.8	0.5	-7
COc1cc(NS(=O)(=O)c2ccc(NS(=O)(=O)c3ccccc3)cc2)nc(OC)n1	7	2	-3	-11	0	-1	-3.5	-2.1	-4
Cc1nc(N2CCOCC2)nc(OC(C)C)c1[N+](=O)[O-]	0	-4	-3	-9	-10	-3	-0.3	0.0	-3
Cc1ccc(NC(CC(=O)c2ccccc2)C(=O)O)cc1Cl (configuration not stated)	-4	12	-2	0	1	-4	0.7	1.1	1
COc1ccccc1-n1c(SCC(=O)O)nnc1-c1ccc(S(=O)(=O)N2CCCCC2)cc1	8	8	-39	-2	-1	3	-2.9	-1.9	23
CC1CCN(C(=O)CN(C)S(=O)(=O)c2cccc3nsnc23)CC1	3	1	-6	7	-12	-4	-2.6	-3.1	18
O=C(NC1=NCCS1)c1cc(Cl)ccc1Cl	4	-7	2	2	-2	5	-3.7	-2.0	3
COC(=O)c1nn(-c2nc(-c3cccc(OC)c3)cc(C(F)(F)F)n2)cc1[N+](=O)[O-]	4	-1	0	-2	4	-9	-0.5	-1.1	7
Cc1ccc(S(=O)(=O)NC(=O)Nc2nnc(C3CC3)s2)cc1	-2	3	-2	0	5	4	-1.8	-1.3	7
Cc1ccc(S(=O)(=O)NNC(=O)Nc2cccc(C)c2C)c(C)c1	4	-2	-19	4	-7	-3	-1.8	-0.2	-4
Cc1ccccc1C(=O)OCc1nnc(-c2ccc(Cl)cc2)o1	4	-6	-10	-3	2	7	-1.9	-2.5	-10
CC1(C)Cc2ccccc2C(/C(=N/O)C(N)=O)=N1	-4	-3	-3	1	6	-8	-3.0	-0.8	2
CCc1ccc2[nH]c(=O)c(C(c3nnnn3CCOC)N3CCN(c4ccc(F)cc4)CC3)cc2c1 (configuration not stated)	3	4	-13	-3	11	-1	-2.6	-3.5	10
O=C(Nc1ccc(Br)cc1)/C(=C/c1cccc([N+](=O)[O-])c1)NC(=O)C1CCCCC1	-1	5	4	5	-5	-5	0.3	-2.5	16
Cc1ccccc1-n1nnnc1SCC(=O)Nc1ccc(S(=O)(=O)N2CCCC2)cc1	4	-2	-1	-3	0	2	-2.4	-2.4	-18
O=C(COc1ccccc1)Nc1ccc2c(c1)nc1n2CCSC1	0	7	-17	6	-12	2	-4.1	-3.1	16
Cn1cccc1C(=O)NC(=O)COC(=O)c1ccccc1Sc1ccccc1C#N	1	1	1	-8	-11	2	-1.9	-4.2	0
Cc1ccc(NC(=O)c2ccccc2NS(=O)(=O)c2ccc(F)cc2)cc1S(=O)(=O)N1CCCCC1	2	11	-11	0	-15	0	-2.8	-1.9	2
Cc1ccccc1C(=O)Nc1cccc(NC(=O)c2cccnc2)c1	-4	7	-13	4	-2	-2	-4.4	-2.8	8
O=C1C(SC(F)(F)C(F)F)=C(C(F)(F)F)OC2C3C=CC(C3)C12 (configuration not stated)	-5	13	7	0	9	5	-3.3	-1.6	-14
O=C(O)CSC1CC(=O)N(c2ccc(Br)cc2)C1=O (configuration not stated)	3	0	4	1	5	3	-1.5	-1.1	18
CCCn1nc2cc(C(=O)NCc3ccc4c(c3)OCO4)ccc2c1OCC	-2	-1	-19	3	-25	0	-2.9	-1.1	31
COc1cc(C(=O)NNC(=S)NCc2ccco2)cc(OC)c1OC	-3	5	-7	4	-9	5	-2.4	-5.3	1
COCCCn1c(=O)c2ccccc2n(CC(=O)Nc2ccc3c(c2)OCCO3)c1=O	8	-12	-22	-1	0	1	-2.6	-1.1	7
CCCCOC(=O)c1ccc(NC(=O)c2c(Cl)ccc(Cl)c2OC)cc1	4	14	-6	1	-2	-1	-2.9	-3.3	-6
COCCn1c(C)cc(C(=O)COC(=O)c2ccc(-n3nc(C)cc3C)cc2)c1C	2	-2	0	-6	-5	-1	0.2	0.5	13
O=C1C2CC=C(Cl)CC2C(=O)N1CCCCCCN1C(=O)C2CC=C(Cl)CC2C1=O (configuration not stated)	-3	4	-49	6	0	11	-1.4	-2.6	22
CCC1CCCCN1CCNS(=O)(=O)c1ccc2c(c1)CCN2C(C)=O (configuration not stated)	5	0	0	5	-2	1	-3.5	-4.7	5
O=C(NCCN1CCOCC1)c1ccc(Cl)cc1[N+](=O)[O-]	6	21	1	-8	-20	-2	-0.6	1.2	21
O=C(c1ccccc1)c1coc2c1C(=O)c1ccccc1C2=O	2	11	1	8	0	2	-1.6	-2.3	39
Cc1ccc(C2c3c(oc4ccc(Cl)cc4c3=O)C(=O)N2CCCN2CCOCC2)o1 (configuration not stated)	·	6	-8	11	-1	11	-4.1	1.2	10
CC1=NC(=O)C(N=Nc2ccccc2C)N1c1ccccc1 (configuration not stated)	·	1	-2	6	·	·	-0.8	-4.0	·
COc1ccc(S(N)(=O)=O)cc1C(=O)NCC(C)(C)N1CCOCC1	5	-4	-4	10	-12	2	-3.6	-2.6	0
O=C(O)c1ccc(S(=O)(=O)N2CCOCC2)o1	-1	4	5	-4	-14	-4	0.0	1.1	0
CCc1ccccc1NC(=O)CN(C)C(=O)CSc1nnc(Nc2ccc(C)cc2)s1	0	7	-7	-3	-4	0	0.5	-1.1	-10
COC(=O)c1ccccc1OCCOCCOc1cccc2ccc(C)nc12	1	-2	-23	-10	-6	3	-1.1	0.3	32
Cc1nnc(N2C(=O)c3ccc(Br)cc3C2=O)s1	2	2	-1	2	-2	1	0.0	0.1	-9
Cc1ccc(SCc2cc(=O)n(C)[nH]2)cc1	5	13	-8	7	-25	-1	-3.2	-1.8	12
CCN(CC)CCCN1C(=O)C(O)=C(C(=O)c2ccco2)C1c1ccc(C)o1 (configuration not stated)	4	4	9	3	·	2	-2.8	-1.3	·
O=c1oc2ccccc2n1CCCOc1ccccc1	-1	-4	-7	-8	-5	1	-1.6	0.3	29
O=C1CCCC(O)=C1C=NCc1ccccc1	-7	1	-2	1	-9	-2	-0.1	0.3	3
CCCCSc1ccc2nc(-c3ccc(C#N)cc3)cn2c1	2	-19	-16	14	0	3	-0.4	2.5	7
O=C(NNc1ccc([N+](=O)[O-])cc1)C12CC3CC(CC(C3)C1)C2	-5	-10	5	16	-17	4	-1.8	1.2	13
CNC(=O)C1=C(C)Nc2nc3ccccc3n2C1c1cccc(OC)c1 (configuration not stated)	-2	-5	-6	-4	10	-1	-5.4	-1.9	-6
Cc1c(C(=O)N2CCOCC2)oc2ccc(S(=O)(=O)N3CCCC3)cc12	3	3	-9	2	3	1	-1.7	-2.2	-21
CCOc1ccc(NS(=O)(=O)c2ccc(OCC)c3ncccc23)cc1	1	3	-2	-5	3	12	2.1	0.2	30

The final 2 entries of the part before open the next one:
SMILES	IDE cell activ	HCV NS3 hel inh	DNA FID counter	M18AAP inhibitor	p-CIP stab down	IDE inh	IMP-1 inhibitor	VIM-2 inhibitor	UBC9 SUMO inh
Cc1c(C(=O)N2CCOCC2)oc2ccc(S(=O)(=O)N3CCCC3)cc12	3	3	-9	2	3	1	-1.7	-2.2	-21
CCOc1ccc(NS(=O)(=O)c2ccc(OCC)c3ncccc23)cc1	1	3	-2	-5	3	12	2.1	0.2	30
Cc1ccc(OCCn2cnc3sc(C(N)=O)c(C)c3c2=O)cc1	·	8	-8	-10	7	3	-1.1	-0.4	0
CCN1CCc2c(C#N)c(N3CCCCC3)nc(NCc3ccccc3)c2C1	0	-31	7	-9	-6	0	-1.4	-0.5	18
O=C1CSC(c2cccc(F)c2)N1c1ccc(O)cc1 (configuration not stated)	-1	12	-1	14	-14	3	-0.6	-2.6	-1
O=C1c2ccsc2SCCN1Cc1c(F)cccc1Cl	2	0	-10	-4	0	-3	-1.1	0.0	10
CCCCn1nc(C(=O)Nc2cc(S(=O)(=O)N(C)C)ccc2C)c2ccccc2c1=O	10	5	-2	2	8	4	-2.0	-0.6	-17
CCCC(NS(=O)(=O)c1ccc(OC)cc1)C(=O)O (configuration not stated)	2	-4	3	-6	-9	2	-3.3	-0.9	18
CC(=O)Nc1ccc(NC(=O)CCc2nc3ccccc3c(=O)[nH]2)cc1	-3	4	-5	2	-4	-2	-1.6	-1.1	24
S=C(c1ccc(-c2cccc(Cl)c2)o1)N1CCOCC1	-9	15	-10	10	-18	4	1.1	-0.9	18
CCCCn1c(SCC(=O)c2ccc(O)cc2O)nc2cc(S(N)(=O)=O)ccc21	3	-16	-24	-3	17	-1	0.1	0.6	0
O=C(CN(C(=O)CNC(=O)c1ccco1)c1ccc(F)cc1)NC1CCCC1	-3	10	-20	12	-16	3	-0.2	-0.7	12
COc1cc(CNC(=O)c2ccc(Cn3nc(C)c(Cl)c3C)o2)cc(OC)c1	2	-7	-34	-18	-8	-2	-4.0	-2.1	-5
